High-throughput results deposited in PubChem by several laboratories.
KCNK9 inh – inhibitors of human KCNK9 two-pore domain potassium channel | Q9NPC2 | HEK293 KCNK9, FluxOR thallium flux fluorescence; stronger effect = lower value | B-score at 10 µM | 1.2% of 310,000 active | AID 488922;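 active = ratio B-score over 3 SD below the library mean, with starting fluorescence within 5 SD of its mean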;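 also: negative B-score means less thallium flux so channel inhibition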
Target sequence (Q9NPC2 whole entry, looked up, the tested form may be a part): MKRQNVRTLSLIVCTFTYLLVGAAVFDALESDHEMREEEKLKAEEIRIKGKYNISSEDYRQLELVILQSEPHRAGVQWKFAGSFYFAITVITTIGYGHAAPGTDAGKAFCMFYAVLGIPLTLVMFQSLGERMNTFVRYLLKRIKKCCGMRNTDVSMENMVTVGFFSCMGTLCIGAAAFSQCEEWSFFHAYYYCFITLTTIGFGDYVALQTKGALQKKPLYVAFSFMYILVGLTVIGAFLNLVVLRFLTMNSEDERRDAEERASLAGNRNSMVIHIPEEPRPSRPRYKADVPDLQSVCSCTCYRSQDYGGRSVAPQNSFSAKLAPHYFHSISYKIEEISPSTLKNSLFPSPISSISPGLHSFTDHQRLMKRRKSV
KCNQ1 inh – blocks the human KCNQ1 potassium channel; B-score at 10 µM; CHO-K1 KCNQ1, FluxOR thallium flux fluorescence; stronger effect = higher value; 1.3% of 310,000 active; AID 2642; P51787;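 active = compounds whose thallium flux B-score, printed positive for inhibition, exceeds three library SD while starting fluorescence stays within three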;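 also: channel opened by potassium depolarization with thallium stimulus after 20 min compound exposure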
KCNQ1 act – potentiators or activators of human KCNQ1 potassium channel; 0.35% of 310,000 active; CHO-K1 KCNQ1, thallium flux FluxOR fluorescence; stronger effect = higher value; AID 2648; B-score at 10 µM; P51787;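 active = fluorescence ratio B-score, a plate-corrected score, at least three library SD, with initial intensity B-score within 5 SD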
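Doses: Single concentration per compound, DMSO matched to controls | Test system: KCNQ1-transfected CHO-K1 cells | Timing: 90 min dye loading and 20 min compound exposure, both at room temperature | Measured by: Kinetic FluxOR thallium fluorescence, 10-s 1-Hz baseline, 110-s post-stimulus read | Medium: Assay buffer with matched DMSO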
RGS4 block – inhibitors of human RGS4; P49798; HEK293 M3R/RGS4 inducible, Fluo-4 calcium flux; stronger effect = higher value; triggered by carbachol at its EC20; B-score at 10 µM; 0.45% of 310,000 active;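 active = B-score, a plate-corrected calcium signal, over three deviations above library mean, with baseline fluorescence within five deviations of library mean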;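 also: RGS4 expression induced by doxycycline in cells with stable M3 receptor; B-score is computed from the integrated fluorescence ratio over baseline after carbachol; higher B-score means a larger calcium signal and so more RGS4 inhibition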
Target sequence (P49798 whole entry, looked up): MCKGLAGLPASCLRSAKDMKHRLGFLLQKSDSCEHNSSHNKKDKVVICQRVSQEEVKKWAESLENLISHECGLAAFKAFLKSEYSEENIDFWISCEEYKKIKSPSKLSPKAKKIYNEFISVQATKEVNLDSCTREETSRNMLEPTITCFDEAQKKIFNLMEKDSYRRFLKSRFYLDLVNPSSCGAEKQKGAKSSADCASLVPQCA
SKKanGAS inh – inhibitors of SKKanGAS S. pyogenes growth in kanamycin (SK-promoter or general growth effect); inhibition, % at 7.5 µM; BacTiter-Glo, 6 h; 1.3% of 300,000 active;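 active = mean replicate score, as percent of positive control median, at least 50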;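 also: strain carries kanamycin resistance gene driven by streptokinase promoter and grows in 40 µg/ml kanamycin; loss of luminescence reflects streptokinase promoter inhibition or plain growth inhibition; 0% = median of DMSO wells and 100% = positive control at its reference dose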
TMEM16A act – mouse TMEM16A channel activation, primary screen | Q8BHY3 | HEK293 TMEM16A/YFP-H148Q/I152L, iodide quench fluorescence; stronger effect = lower value | B-score at 10 µM | 0.3% of 340,000 active | AID 623877;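 active = fluorescence-ratio B-score plate-corrected deviation score at least 3 library SD below zero, with starting fluorescence score within 5 deviations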;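 also: channel opened by trigger with iodide after compound preincubation; score built on the fluorescence ratio of max minus min over baseline; more negative score means more quench and so TMEM16A activation or potentiation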
RGS4 act – potentiators or activators of RGS4 | AID 463111 | B-score at 10 µM | 0.92% of 310,000 active | HEK293 M3R/inducible RGS4, carbachol calcium flux Fluo4; stronger effect = lower value;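 active = B-score of the integrated calcium signal more than 4 SD below the library mean, with starting fluorescence not abnormally high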;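 also: negative B-score means reduced calcium response which marks RGS4 activation or potentiation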
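Material: Inducible-RGS4 HEK293 cells carrying M3 receptor; also added: carbachol at ECmax as muscarinic agonist stimulus; incubation: compound preincubation 20 min at room temperature before agonist; signal: Fluo4-AM (2 µM) calcium-flux fluorescence, kinetic read; measure: integrated calcium ratio converted to B score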
ANO1 block – mouse TMEM16A channel inhibition, primary screen; Q8BHY3; normalized B-score (activity score, 25-100; higher = stronger inhibition) at 10 µM; AID 588511; HEK293 TMEM16A/YFP iodide influx fluorescence, ionomycin; 1.2% of 310,000 active;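 active = ratio plate-corrected score three or more library SD toward inhibition, starting fluorescence score within five deviations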;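 also: score derived from kinetic fluorescence span divided by baseline fluorescence per well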
HDAC3 inh – human HDAC3 inhibition; 0.15% of 320,000 active; AID 2718; O15379; inhibition, % at 8.3 µM; recombinant HDAC3, fluorogenic peptide/trypsin coupled, fluorescence; in the data active = inhibition above about 26%, passing the limit was not always enough
Target sequence (O15379 whole entry, looked up): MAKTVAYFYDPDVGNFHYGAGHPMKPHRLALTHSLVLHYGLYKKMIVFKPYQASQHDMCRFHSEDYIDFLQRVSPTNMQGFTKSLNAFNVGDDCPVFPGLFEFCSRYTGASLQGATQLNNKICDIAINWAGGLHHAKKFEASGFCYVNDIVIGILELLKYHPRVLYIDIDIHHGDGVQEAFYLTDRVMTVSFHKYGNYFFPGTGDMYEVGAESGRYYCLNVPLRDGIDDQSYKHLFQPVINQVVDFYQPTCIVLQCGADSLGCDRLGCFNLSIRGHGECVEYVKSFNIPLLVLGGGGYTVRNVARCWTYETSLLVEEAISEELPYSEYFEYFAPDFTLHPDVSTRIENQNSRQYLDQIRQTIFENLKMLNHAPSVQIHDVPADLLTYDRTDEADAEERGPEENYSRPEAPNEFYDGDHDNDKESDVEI
KCNK3 block – human KCNK3 channel inhibition, primary screen; O14649; CHO-KCNK3 thallium flux, FluxOR fluorescence; stronger effect = lower value; B-score at 10 µM; 0.84% of 340,000 active; AID 602410;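 active = B-score under library mean minus 4 SD, starting fluorescence ratio at most library mean plus 5 SD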;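 also: more negative B-score means stronger inhibition of thallium flux through KCNK3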
hERG protect – hERG (human) protection from proarrhythmic block | 0.51% of 310,000 active | CHO-hERG, FluxOR thallium flux, dofetilide IC70 present | activation (rescue from dofetilide block), less the hit threshold, % at 10 µM;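 active = activation above the mean of controls blocked by dofetilide plus 5 SD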;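 also: thallium influx through hERG after potassium depolarization seen as dye fluorescence rise; in these data hits start at about 4.7%; inactives centre near -7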
An asterisk follows results filed as active.

How did Cc1ccnc(NC(=O)c2ccc(NC(=O)c3ccco3)cc2)c1 do in these assays?
KCNK9 inh: inactive; KCNQ1 inh: inactive; KCNQ1 act: inactive; RGS4 block: inactive; SKKanGAS inh: -1; TMEM16A act: inactive; RGS4 act: inactive; ANO1 block: inactive; HDAC3 inh: -11; KCNK3 block: inactive; hERG protect: -5

How did CC(=O)Oc1ccc(OC(C)=O)c(SCCCCCCl)c1 do in these assays?
KCNK9 inh: inactive; KCNQ1 inh: inactive; KCNQ1 act: inactive; RGS4 block: inactive; SKKanGAS inh: -23; TMEM16A act: inactive; RGS4 act: inactive; KCNK3 block: inactive; hERG protect: -11

What do the screens show for `O=C(CSc1nnc(-c2ccccc2)n1-c1ccc(Cl)cc1)NC1CCS(=O)(=O)C1` (stereo not given)?
KCNK9 inh: inactive; KCNQ1 inh: inactive; KCNQ1 act: inactive; RGS4 block: inactive; SKKanGAS inh: -1; TMEM16A act: inactive; RGS4 act: inactive; ANO1 block: inactive; HDAC3 inh: -4; KCNK3 block: inactive; hERG protect: -8

What do the screens show for `CN1CCN(C(=O)COCc2cc(-c3ccc4c(c3)OCO4)on2)CC1`?
KCNK9 inh: inactive; KCNQ1 inh: inactive; KCNQ1 act: inactive; RGS4 block: inactive; SKKanGAS inh: -1; TMEM16A act: inactive; RGS4 act: inactive; ANO1 block: inactive; HDAC3 inh: -1; KCNK3 block: inactive; hERG protect: -10

How did CN1CCN(c2oc(-c3ccccc3Cl)nc2S(=O)(=O)c2ccccc2)CC1 do in these assays?
KCNK9 inh: inactive; KCNQ1 inh: inactive; KCNQ1 act: inactive; RGS4 block: inactive; SKKanGAS inh: 1; TMEM16A act: inactive; RGS4 act: inactive; ANO1 block: inactive; HDAC3 inh: -8; KCNK3 block: inactive; hERG protect: -8

What do the screens show for `CC(C)(C)C(=O)Nc1nnc(SCC(=O)NCc2cccs2)s1`?
KCNK9 inh: inactive; KCNQ1 inh: inactive; KCNQ1 act: inactive; RGS4 block: inactive; SKKanGAS inh: 4; TMEM16A act: inactive; RGS4 act: inactive; ANO1 block: inactive; HDAC3 inh: 5; KCNK3 block: inactive; hERG protect: -9

What do the screens show for `O=C(/C=C/c1ccccc1)NC1CC2CCCC(C1)N2Cc1ccccc1` (stereo not given)?
KCNK9 inh: inactive; KCNQ1 inh: inactive; KCNQ1 act: inactive; RGS4 block: inactive; SKKanGAS inh: -13; RGS4 act: inactive; ANO1 block: inactive; HDAC3 inh: -8; hERG protect: -14

What do the screens show for `COC(=O)C1CCN(C(=O)[C@H](C)NC(=O)C2CC(=O)N(c3ccc(F)cc3)C2)CC1` (stereo not given in full)?
KCNK9 inh: inactive; KCNQ1 inh: inactive; KCNQ1 act: inactive; RGS4 block: inactive; SKKanGAS inh: 0; TMEM16A act: inactive; RGS4 act: inactive; ANO1 block: inactive; HDAC3 inh: 1; KCNK3 block: inactive; hERG protect: -4

How did O=C(NCc1ccccc1)[C@@H]1C[C@H]1[C@@H](NP(=O)(c1ccccc1)c1ccccc1)c1ccccc1 do in these assays?
KCNK9 inh: inactive; KCNQ1 inh: inactive; KCNQ1 act: inactive; RGS4 block: inactive; SKKanGAS inh: 4; TMEM16A act: inactive; RGS4 act: inactive; ANO1 block: inactive; HDAC3 inh: 2; KCNK3 block: inactive; hERG protect: -5

What do the screens show for `O=C(/C=C\c1ccc2c(c1)OCO2)Nc1nnc(SCC(=O)OCc2ccccc2)s1`?
KCNK9 inh: inactive; KCNQ1 inh: inactive; KCNQ1 act: inactive; RGS4 block: inactive; SKKanGAS inh: 2; RGS4 act: inactive; ANO1 block: inactive; HDAC3 inh: -2; hERG protect: -3

What do the screens show for `O=c1c2ccccc2c(-c2ccccc2)nn1-c1ccccn1`?
KCNK9 inh: inactive; KCNQ1 inh: inactive; KCNQ1 act: inactive; RGS4 block: inactive; SKKanGAS inh: -5; TMEM16A act: inactive; RGS4 act: inactive; ANO1 block: inactive; HDAC3 inh: 0; KCNK3 block: inactive; hERG protect: -11

Results for O=C1CCC(=O)N1c1ccc(S(=O)(=O)Nc2ccc(Br)cc2)cc1 ?
KCNK9 inh: inactive; KCNQ1 inh: inactive; KCNQ1 act: inactive; RGS4 block: inactive; SKKanGAS inh: -4; TMEM16A act: inactive; RGS4 act: inactive; ANO1 block: inactive; HDAC3 inh: 0; KCNK3 block: inactive; hERG protect: -8

What do the screens show for `CCCCS(=O)(=O)C(=C1Nc2ccccc2N1)S(=O)(=O)CCCC`?
KCNK9 inh: inactive; KCNQ1 inh: inactive; KCNQ1 act: inactive; RGS4 block: inactive; SKKanGAS inh: -2; TMEM16A act: inactive; RGS4 act: inactive; ANO1 block: inactive; HDAC3 inh: -1; KCNK3 block: inactive; hERG protect: -6

How did CCOc1ccc(-n2c(SCC(N)=O)nc3c(c2=O)SCC3)cc1 do in these assays?
KCNK9 inh: inactive; KCNQ1 inh: inactive; KCNQ1 act: inactive; RGS4 block: inactive; SKKanGAS inh: -1; TMEM16A act: inactive; RGS4 act: inactive; ANO1 block: inactive; HDAC3 inh: 8; KCNK3 block: inactive; hERG protect: -14

What do the screens show for `O=C(Nc1nnc(-c2ccccc2)s1)c1ccc(Cl)c(S(=O)(=O)N2CCOCC2)c1`?
KCNK9 inh: inactive; KCNQ1 inh: inactive; KCNQ1 act: inactive; RGS4 block: inactive; SKKanGAS inh: 5; RGS4 act: inactive; hERG protect: -8

How did CN1CCN(c2nc(-c3cccnc3)nc3scc(-c4ccccc4)c23)CC1 do in these assays?
KCNK9 inh: inactive; KCNQ1 inh: inactive; KCNQ1 act: inactive; RGS4 block: inactive; SKKanGAS inh: -5; TMEM16A act: inactive; RGS4 act: inactive; ANO1 block: inactive; HDAC3 inh: -2; KCNK3 block: inactive; hERG protect: -12

Results for OCCC1CN(Cc2nc(-c3ccccc3)cs2)CCN1Cc1ccc(F)cc1 (stereo not given) ?
KCNK9 inh: inactive; KCNQ1 inh: inactive; KCNQ1 act: inactive; RGS4 block: inactive; SKKanGAS inh: 1; TMEM16A act: inactive; RGS4 act: inactive; ANO1 block: inactive; HDAC3 inh: 5; KCNK3 block: inactive; hERG protect: 1

Results for O=C(NCCOc1ccc(F)cc1)C1CCC(=O)N(CCCN2CCOCC2)C1 (stereo not given) ?
KCNK9 inh: inactive; KCNQ1 inh: inactive; KCNQ1 act: inactive; RGS4 block: inactive; SKKanGAS inh: -5; TMEM16A act: inactive; RGS4 act: inactive; ANO1 block: inactive; HDAC3 inh: -10; KCNK3 block: inactive; hERG protect: -10

Results for c1ccc2c(CSCCc3ccncc3)cccc2c1 ?
KCNK9 inh: inactive; KCNQ1 inh: inactive; KCNQ1 act: inactive; RGS4 block: inactive; SKKanGAS inh: 42; TMEM16A act: inactive; RGS4 act: inactive; ANO1 block: inactive; HDAC3 inh: 4; KCNK3 block: inactive; hERG protect: -1

Results for CC1=Nn2c(nnc2C2CCCCC2)SC1 ?
KCNK9 inh: inactive; KCNQ1 inh: inactive; KCNQ1 act: inactive; RGS4 block: inactive; SKKanGAS inh: -20; TMEM16A act: inactive; RGS4 act: inactive; ANO1 block: inactive; HDAC3 inh: -2; KCNK3 block: inactive; hERG protect: -10

How did O=C(NC(=S)Nc1ccccc1)c1cc([N+](=O)[O-])ccc1N1CCOCC1 do in these assays?
KCNK9 inh: inactive; KCNQ1 inh: inactive; KCNQ1 act: inactive; RGS4 block: inactive; SKKanGAS inh: 4; TMEM16A act: inactive; RGS4 act: inactive; ANO1 block: inactive; HDAC3 inh: 4; KCNK3 block: inactive; hERG protect: -12

How did CCOc1cc(NC(=S)NCCCN2CCOCC2)c(OCC)cc1NC(=O)C1CC1 do in these assays?
KCNK9 inh: inactive; KCNQ1 inh: inactive; KCNQ1 act: inactive; RGS4 block: inactive; SKKanGAS inh: -2; TMEM16A act: inactive; RGS4 act: inactive; ANO1 block: inactive; HDAC3 inh: 5; KCNK3 block: inactive; hERG protect: -11

Results for O=C(COc1ccc(Cl)cc1)NCc1n[nH]c(=O)c2ccccc12 ?
KCNK9 inh: inactive; KCNQ1 inh: inactive; KCNQ1 act: inactive; RGS4 block: inactive; SKKanGAS inh: -15; TMEM16A act: inactive; RGS4 act: inactive; ANO1 block: inactive; HDAC3 inh: -8; KCNK3 block: inactive; hERG protect: -12

Results for COc1ccc(CNC(=O)C(NC(C)=O)C(=O)Nc2ccc(C(C)C)cc2)cc1 (stereo not given) ?
KCNK9 inh: inactive; KCNQ1 inh: inactive; KCNQ1 act: inactive; RGS4 block: inactive; SKKanGAS inh: 0; TMEM16A act: inactive; RGS4 act: inactive; ANO1 block: inactive; HDAC3 inh: 3; KCNK3 block: inactive; hERG protect: -10

Results for CCOc1ccc(C(C)NC(=O)c2cccnc2OCC)cc1OCC (stereo not given) ?
KCNK9 inh: inactive; KCNQ1 inh: inactive; KCNQ1 act: inactive; RGS4 block: inactive; SKKanGAS inh: -10; TMEM16A act: inactive; RGS4 act: inactive; ANO1 block: inactive; HDAC3 inh: 5; KCNK3 block: inactive; hERG protect: -6

Results for Cc1cccc(NC(=S)NCCc2ccccc2)c1C ?
KCNK9 inh: inactive; KCNQ1 inh: inactive; KCNQ1 act: inactive; RGS4 block: inactive; SKKanGAS inh: 0; TMEM16A act: inactive; RGS4 act: inactive; ANO1 block: inactive; HDAC3 inh: 6; KCNK3 block: inactive; hERG protect: 0

Results for CC(C)(C)CN1CCNC[C@H]1Cc1cccc2ccccc12 ?
KCNK9 inh: inactive; KCNQ1 inh: inactive; KCNQ1 act: inactive; RGS4 block: inactive; SKKanGAS inh: 8; TMEM16A act: inactive; RGS4 act: inactive; ANO1 block: inactive; HDAC3 inh: -7; KCNK3 block: inactive; hERG protect: -9

Results for Cc1ccc2nc(NC(=O)C3CCN(S(=O)(=O)c4cnc[nH]4)CC3)sc2c1 ?
KCNK9 inh: inactive; KCNQ1 inh: inactive; KCNQ1 act: inactive; RGS4 block: inactive; SKKanGAS inh: 7; TMEM16A act: inactive; RGS4 act: inactive; ANO1 block: inactive; HDAC3 inh: 1; KCNK3 block: inactive; hERG protect: -9
